# MRP reversal = compounds reversing MRP-mediated drug resistance. H69AR cells + 2 uM doxorubicin, CellTiter-Glo, 72 h. differential viability (reversal), % at 10 µM. 85,000 tested, 0.04% active. AID 602;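 active = viability drop by adding the cancer drug above about 55%, with treated viability meeting a 40% cutoff, limit read from the data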;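 note: viability without doxorubicin minus viability with 2 µM doxorubicin for each compound; larger differential means the compound sensitizes cells more to doxorubicin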
# PLAP inhibition = inhibition of human placental alkaline phosphatase – biochemical, luminescence, HTS (AID 690) | purified PLAP, luminescent substrate; higher % means a stronger effect | inhibition, % at 20 µM; hits with a dose series show IC50 in µM | 96,000 tested, 0.08% active; in the data active = a potency from the dose series; inactive = the rest, 99 in 100 with inhibition below about 30%; note: strong numbers were not always called active
# NFkB transloc inh = blocks IL-1B driven NFkB nuclear translocation in HUVEC cells; HUVEC IL-1B NFkB p65 nuclear translocation imaging; inhibition, % at 2 µM; 94,000 tested, 0.43% active; AID 796;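 active = inhibition above about 30% together with a positive call from visual inspection of the well image, limit read from the data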;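 note: nuclear over cytoplasmic p65 intensity ratio measured by imaging; 0% = IL-1B stimulated DMSO wells and 100% = unstimulated DMSO wells; values of inactives mirror those of a sister screen read the other way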
# NFkB transloc pot = enhances IL-1B driven NFkB nuclear translocation; activation, % at 2 µM; 94,000 tested, 0.3% active; AID 819; HUVEC IL-1B NFkB p65 nuclear translocation imaging;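 active = activation above 40%, about the mean plus 3 SD, also judged a hit on visual image review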;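 note: percent activation is computed from the nuclear over cytoplasmic p65 intensity ratio; values of inactives mirror those of a sister screen read the other way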
# Bcl-B displacement = displacers of TR3 peptide from Bcl-B, primary screen, selectivity assay for Bfl-1 inhibitor project, biochemical, fluorescence polarization; FP displacement of FITC-TR3 peptide from Bcl-B; higher % means a stronger effect; one-dose displacement, % at 20 µM; IC50 in µM for titrated hits; 96,000 tested, 0.11% active; AID 748;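 active = displacement above 50% at 20 µM plus a fluorescence interference ratio under 1.5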;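 note: plate controls were wells without compound for no effect and wells lacking Bcl-B protein for full effect; a part of the inactive calls stands beside numbers as strong as those of hits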
# MRP reversal cytotoxicity = recorded beside MRP reversal, whose call it bears; viability, %; H69AR cells, CellTiter-Glo, 72 h; measured here: cytotoxicity without doxorubicin
# MRP reversal with doxorubicin = further read-out of MRP reversal, marked with its call; viability, %; measured here: viability with 2 uM doxorubicin; hits give low values
# NFkB transloc inh cell count 2 µM = also measured in NFkB transloc inh; calls as there; cell count; measured here: cells passing quality filter;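 raw number of nuclei counted in each imaged well without normalization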
# NFkB transloc pot cell count 2 µM = also measured in NFkB transloc pot; calls as there; cell count; measured here: cells passing quality filter
# Active calls of the source: *; x = not tested or not shown. Some of the compounds tested (hit frequency here may not be typical).
SMILES,MRP reversal,MRP reversal cytotoxicity,MRP reversal with doxorubicin,PLAP inhibition,NFkB transloc inh,NFkB transloc inh cell count 2 µM,NFkB transloc pot,NFkB transloc pot cell count 2 µM,Bcl-B displacement
Cc1cc(NC(=O)CSc2nc3sc(C)c(C)c3c(=O)n2C2CCCC2)no1,-4,15,20,-17%,-2,164,2,164,1%
O=C(CCn1nnc2ccccc21)N1CCC(O)(c2cccc(F)c2)CC1,1,86,85,-59%,x,x,x,x,0%
O=C(Cn1c(C(=O)NCc2ccco2)cc2sccc21)c1ccccc1,1,92,91,2%,-23,170,23,170,-5%
Cc1ccc(S(=O)(=O)N2CCOCC2)cc1C(=O)Nc1ccccn1,-6,92,99,-2%,14,104,-14,104,0%
CCC1(C)Cc2c(sc3nc(NC)n(C)c(=O)c23)CO1 (stereo not drawn),5,87,82,-37%,x,x,x,x,5%
C=CCn1c(SCC(=O)Nc2ccc3c(c2)OCO3)nnc1-c1ccccc1O,-2,93,95,-6%,-12,106,12,106,4%
Cc1nc(-n2ncc(C#N)c2N)c2c3c(sc2n1)CCC3,-4,80,84,21%,-28,168,28,168,-14%
COc1ccc(OC)c(CNc2ccc(F)c(Cl)c2)c1,19,96,76,31%,-14,181,14,181,-6%
O=C(CSc1nnc(-c2ccco2)c(-c2ccco2)n1)Nc1ccccc1,-11,71,81,-13%,7,177,-7,177,15µM*
CCOC(=O)c1c(C)[nH]c(C(=O)O)c1C,3,106,104,-1%,x,x,x,x,-2%
O=C(CC1CC2CCC1C2)NCc1cccs1 (stereo not drawn),6,93,88,2%,3,100,-3,100,-1%
O=C(c1c(Cl)nc2sccn12)N1CCN(c2cccc(Cl)c2)CC1,-36,19,55,-48%,-32,123,32,123,10%
O=C(Nc1ccc(S(=O)(=O)N2CCN(c3ccccc3)CC2)cc1)c1cccs1,11,77,66,-24%,-17,87,17,87,-1%
CCC(C)NC(=O)c1csc2c1CCCCC2 (stereo not drawn),5,104,99,13%,5,160,-5,160,-4%
CC(=O)NC(C)C(c1cccs1)N1CCN(c2ccccc2)CC1 (stereo not drawn),-12,75,87,-15%,-8,109,8,109,-3%
O=C1CC2C(CC(OC(=O)c3ccc(-c4ccccc4)cc3)C2CO)O1 (stereo not drawn),x,x,x,-75%,-17,134,17,134,4%
CSc1nnc2c3c4c(sc3c(=O)n(-c3ccccc3)n12)CC(C)(C)OC4,42,90,47,-10%,-2,125,2,125,12%
Cc1ccccc1C(=O)NCCSc1ccccc1,14,103,89,18%,x,x,x,x,-2%
COc1ccccc1NC(=O)COc1ccc(C(=O)OCC(=O)N(C(C)C)C(C)C)cc1OC,x,x,x,-50%,-12,177,12,177,7%
CC(c1nnc(SCC(=O)Nc2ccc3[nH]c(=O)[nH]c3c2)n1Cc1ccccc1)N(C)C (stereo not drawn),-5,91,96,-25%,x,x,x,x,12%
Cc1ccc(C(=O)Nc2sc3c(c2C(=O)O)CCCCC3)o1,5,88,82,-41%,-8,89,8,89,-11%
Nc1nnc(SCC(=O)Nc2ccc3c(c2)OCCO3)s1,-13,80,93,17%,-7,84,7,84,-12%
O=C(CN1CCC(O)(c2ccccc2F)CC1)NCCc1c[nH]c2ccccc12,-10,94,105,-32%,-12,149,12,149,-8%
COc1ccc(C2C(C(=O)c3cc4cccc(OC)c4o3)=C(O)C(=O)N2CCCN(C)C)cc1OC (stereo not drawn),0,91,91,-50%,x,x,x,x,-9%
CC(C)Cn1c(-c2ccccc2)nc(=S)c2c1CCCC2,-21,70,91,33%,2,161,-2,161,-12%

# Going on with the list:
SMILES,MRP reversal,MRP reversal cytotoxicity,MRP reversal with doxorubicin,PLAP inhibition,NFkB transloc inh,NFkB transloc inh cell count 2 µM,NFkB transloc pot,NFkB transloc pot cell count 2 µM,Bcl-B displacement
CC(CCc1ccccc1)NS(=O)(=O)c1ccccc1 (stereo not drawn),x,x,x,25%,14,157,-14,157,4%
O=C(Cn1cc2c(n1)CCCC2)NCC1CCCO1 (stereo not drawn),9,102,93,-3%,-17,77,17,77,-1%
CCC1(C)Cc2c(sc3nnn(CC(=O)Nc4cccc5ccccc45)c(=O)c23)CO1 (stereo not drawn),x,x,x,13%,5,164,-5,164,-1%
O=C(CCS(=O)(=O)c1cccc2nsnc12)NCc1ccccc1,9,96,86,x,-14,178,14,178,x
COc1cc(-c2nc(-c3ccc4c(c3)-c3ccccc3S4(=O)=O)c(-c3ccccc3)[nH]2)cc(OC)c1O,-11,43,55,-52%,-11,166,11,166,-109%
CCN(CCNC(=O)CN(C)S(=O)(=O)c1cccc2nsnc12)c1ccccc1,1,84,84,-47%,-1,151,1,151,5%
Cc1ccc(Cn2cnc3c(nnn3Cc3ccc(Cl)cc3)c2=O)cc1,-21,63,83,-3%,x,x,x,x,1%
CCc1nnc(NC(=O)CSc2nnc(CNc3ccc(F)cc3)n2C2CCCCC2)s1,-4,98,102,-70%,-2,96,2,96,4%
Cc1cccc(OCc2nnc(NC(=O)c3cccs3)s2)c1,-5,107,112,2%,-10,149,10,149,-21%
Cc1cc(NC(=O)c2nn3cccnc3c2Cl)no1,-1,89,90,-9%,-25,195,25,195,-1%
COCCNC(=O)c1onc(CSc2cccc(Cl)c2)c1C(=O)O,x,x,x,-26%,10,129,-10,129,15%
Cc1c(Cc2ccccc2)c(=O)oc2cc(OCc3nn[nH]n3)ccc12,14,95,81,-14%,3,165,-3,165,2%
Cc1cc(NC(=O)CSc2nc(-c3ccco3)cc(C(F)(F)F)n2)no1,x,x,x,x,9,112,-9,112,x
Cc1ccc(OCCN2CCCCCC2)c(C)c1,-2,72,75,-24%,2,168,-1,168,-4%
Cc1ccc(S(=O)(=O)NCC23C=CC(O2)C2C(=O)N(c4ccccc4)C(=O)C23)cc1 (stereo not drawn),x,x,x,14%,6,146,-6,146,12%
CCC(=O)Nc1ccc(N2CCCCC2)cc1,10,93,84,-23%,-8,178,8,178,4%
Cc1ccc(CNC(=O)Cc2csc(Nc3nc(=S)[nH]c4ccccc34)n2)cc1,x,x,x,-49%,18,197,-18,197,-67%
CNC(=O)CN1C(=O)CSc2ncccc21,-22,73,95,10%,5,157,-5,157,-5%
Cc1cc(C)cc(NS(=O)(=O)c2ccc3c(c2)c(=O)n(C)c(=O)n3C)c1,5,83,78,0%,9,152,-9,152,6%
CCCCCCOc1ccc(C(=O)n2cnc(N)n2)cc1,6,111,105,6%,-1,151,1,151,0%
Cc1ccccc1N/C(=C(/C(Cl)=C(Cl)Cl)[N+](=O)[O-])n1nnc2ccccc21,10,80,70,9%,2,180,-2,180,-5%
COc1ccc(Nc2nnc(C)c(=O)[nH]2)cc1,x,x,x,20%,2,181,-2,181,15%
CC(=O)c1c(C)n(-c2ccc(N(C)C)cc2)c2ccc(OCC(N)=O)cc12,-32,57,89,-10%,-32,145,32,145,2%
COc1ccc(OCC(=O)N2CC3(C)CC2CC(C)(C)C3)cc1 (stereo not drawn),6,93,87,-3%,-25,167,25,167,-17%
CC(=O)NCCc1nc2ccccc2n1Cc1ccccc1,6,93,87,-47%,6,57,-6,57,-3%

# Next section:
SMILES,MRP reversal,MRP reversal cytotoxicity,MRP reversal with doxorubicin,PLAP inhibition,NFkB transloc inh,NFkB transloc inh cell count 2 µM,NFkB transloc pot,NFkB transloc pot cell count 2 µM,Bcl-B displacement
Cc1ccc(N2CCN(CC(O)COC3CCCCC3)CC2)cc1 (stereo not drawn),18,95,77,-33%,-6,116,6,116,-5%
Cc1ccc(C(=O)/C=C/Nc2cccc(O)c2)cc1,x,x,x,6%,x,x,x,x,-10%
O=S(=O)(c1ccc(NC2CCCCC2)cc1)N1CCOCC1,25,96,72,-5%,5,154,-5,154,-6%
Cc1cc(=O)[nH]c(/N=C(/NC(=O)c2ccccc2)Nc2ccc3c(c2)OCCO3)n1,-1,41,42,x,16,211,-16,211,x
CC(C)N1C(=O)S/C(=C/c2cccnc2)C1=O,x,x,x,-19%,-6,127,6,127,5%
Cn1[nH]c(=O)c(Cl)c(Cl)c1=O,x,x,x,9%,-3,139,3,139,-5%
Oc1ccccc1-c1nnc(COc2ccccc2)o1,-8,60,68,-52%,0,178,0,178,-2%
Cc1ccc(NC(=S)NCCO)c(C)c1,x,x,x,5%,0,103,0,103,0%
Cc1[nH]n(C(C)(C)C)c(=O)c1Sc1ccccc1,12,93,81,-8%,-10,166,10,166,2%
Cc1cc(NC(=O)CSc2nccn2-c2ccc(Cl)cc2)no1,-11,101,112,-11%,-8,152,8,152,-8%
N#Cc1c[nH]n2c(=O)c3c(nc12)CCCC3,x,x,x,7%,0,138,0,138,-2%
Cc1cccc(-n2nc(C(=O)Nc3ccccc3)n3c(=O)cc(-c4ccccc4)nc23)c1,x,x,x,-11%,-7,190,7,190,-42%
O=C(NC1CC2CCCC(C1)N2S(=O)(=O)c1ccccc1)c1ccccc1 (stereo not drawn),-6,96,102,17%,-3,120,3,120,-11%
COc1ccc(CN(C(=O)c2ccccc2OC)C2CCS(=O)(=O)C2)cc1 (stereo not drawn),47,83,36,-15%,-13,163,13,163,-6%
Cc1ccc(S(=O)(=O)NCc2ccc3c(c2)cc(C)n3C)cc1,-7,96,103,3%,-4,37,4,37,-3%
COC(=O)C1CCN(C(=O)CN2C(=O)NC(CCc3ccccc3)C2=O)CC1 (stereo not drawn),7,103,96,2%,-16,183,16,183,-6%
N#Cc1cc2c(=O)n3ccccc3nc2n(CCCN2CCOCC2)c1=O,2,85,83,-24%,x,x,x,x,47%
COc1ccc(-c2nn(-c3ccccc3)cc2/C=N/NC(=O)c2ccc3c(c2)OCO3)cc1,x,x,x,-7%,2,163,-2,163,-1%
Cc1ccc(NC(=O)NC(=O)N(c2ccccc2)S(C)(=O)=O)cc1,x,x,x,-8%,-4,195,4,195,-16%

# Complete entries as entered above. Screens in order: MRP reversal | MRP reversal cytotoxicity | MRP reversal with doxorubicin | PLAP inhibition | NFkB transloc inh | NFkB transloc inh cell count 2 µM | NFkB transloc pot | NFkB transloc pot cell count 2 µM | Bcl-B displacement
# `O=S(=O)(c1ccc(NC2CCCCC2)cc1)N1CCOCC1` in the list: 25 | 96 | 72 | -5% | 5 | 154 | -5 | 154 | -6%
# `Cn1[nH]c(=O)c(Cl)c(Cl)c1=O` in the list: x | x | x | 9% | -3 | 139 | 3 | 139 | -5%
# `CC(C)N1C(=O)S/C(=C/c2cccnc2)C1=O` in the list: x | x | x | -19% | -6 | 127 | 6 | 127 | 5%
# `Cc1ccc(NC(=S)NCCO)c(C)c1` in the list: x | x | x | 5% | 0 | 103 | 0 | 103 | 0%
# `Cc1cccc(-n2nc(C(=O)Nc3ccccc3)n3c(=O)cc(-c4ccccc4)nc23)c1` in the list: x | x | x | -11% | -7 | 190 | 7 | 190 | -42%

# Reprinted at random: 2 compounds from above, in no set order.
SMILES,MRP reversal,MRP reversal cytotoxicity,MRP reversal with doxorubicin,PLAP inhibition,NFkB transloc inh,NFkB transloc inh cell count 2 µM,NFkB transloc pot,NFkB transloc pot cell count 2 µM,Bcl-B displacement
COc1ccc(Nc2nnc(C)c(=O)[nH]2)cc1,x,x,x,20%,2,181,-2,181,15%
O=C(c1c(Cl)nc2sccn12)N1CCN(c2cccc(Cl)c2)CC1,-36,19,55,-48%,-32,123,32,123,10%
